# High-throughput results: PubChem, The Scripps Research Institute Molecular Screening Center
# MITF primary: MITF inhibitors, primary screen, biochemical, AlphaScreen, human | AlphaScreen MITF homodimerization, bead proximity signal | inhibition, % at 2.6 µM | actives 0.91% (n = 650,000) | AID 1259374, 2018; in the data active = inhibition above about 50%;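 also: 0% = vehicle wells with protein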
# Target sequence (O75030 whole entry, looked up): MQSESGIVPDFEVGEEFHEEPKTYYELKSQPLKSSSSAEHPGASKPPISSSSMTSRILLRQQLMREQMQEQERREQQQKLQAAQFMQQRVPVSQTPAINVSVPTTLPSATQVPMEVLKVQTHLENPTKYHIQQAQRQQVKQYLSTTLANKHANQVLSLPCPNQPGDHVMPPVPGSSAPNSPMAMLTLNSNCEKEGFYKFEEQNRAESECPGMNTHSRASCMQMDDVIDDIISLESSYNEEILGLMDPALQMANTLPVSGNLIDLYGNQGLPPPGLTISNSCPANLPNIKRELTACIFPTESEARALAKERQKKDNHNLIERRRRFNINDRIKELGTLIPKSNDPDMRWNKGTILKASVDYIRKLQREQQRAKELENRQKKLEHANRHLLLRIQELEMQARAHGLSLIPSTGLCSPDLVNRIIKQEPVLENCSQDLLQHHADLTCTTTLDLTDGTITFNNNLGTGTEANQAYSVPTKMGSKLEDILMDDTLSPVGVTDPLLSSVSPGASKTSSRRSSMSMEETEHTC
# GPR151 ag: activators of human GPR151, primary screen, cell-based, PathHunter beta-arrestin, luminescence | actives 1% (n = 650,000) | AID 1508602, 2020 | PathHunter beta-arrestin GPR151 cells | activation, % at 11.2 µM; in the data active = activation above about 4.9%;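 also: 0% = median of compound wells and 100% = cells with positive control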
# Target sequence (Q8TDV0 whole entry, looked up): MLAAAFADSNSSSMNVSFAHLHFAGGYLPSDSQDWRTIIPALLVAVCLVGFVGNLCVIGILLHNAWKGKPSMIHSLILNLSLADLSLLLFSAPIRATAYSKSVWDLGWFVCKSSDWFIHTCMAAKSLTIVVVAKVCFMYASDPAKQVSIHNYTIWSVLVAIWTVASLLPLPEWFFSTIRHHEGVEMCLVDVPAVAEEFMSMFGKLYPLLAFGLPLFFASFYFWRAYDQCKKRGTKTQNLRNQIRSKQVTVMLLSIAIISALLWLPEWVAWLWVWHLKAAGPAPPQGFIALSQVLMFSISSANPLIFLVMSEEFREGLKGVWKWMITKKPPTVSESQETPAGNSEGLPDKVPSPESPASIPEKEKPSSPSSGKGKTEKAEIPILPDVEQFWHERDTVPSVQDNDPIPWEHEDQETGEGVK
# TEAD-YAP block: TEAD-YAP interaction inhibition, primary screen, TEAD-YAP interaction inhibitor project, luminescence, HEK-TIYL cells; inhibition, % at 9.12 µM; TEAD-Gal4/YAP UAS-luciferase luminescence; actives 1.4% (n = 640,000); in the data active = inhibition above about 32%;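 also: 0% = median of test compound wells and 100% = reference inhibitor wells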
# FBW7 activator: FBW7 E3 ligase activators, primary screen, biochemical, AlphaScreen, human | normalized activity (activation), % at 26.1 µM | AID 1259310, 2017 | F-box/WD repeat-containing protein 7 (Homo sapiens), Q969H0 | AlphaScreen FBW7–phospho-cyclin E peptide binding, activator screen | actives 0.13% (n = 650,000); in the data active = normalized activity above about 1.9%;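 also: purified mutant Fbw7 with reduced substrate affinity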
# An asterisk follows results filed as active; . = no result given.
SMILES,MITF primary,GPR151 ag,TEAD-YAP block,FBW7 activator
Cc1sc2ncnc(SCC(=O)N3CCOCC3)c2c1C,-9.9,-0.1,-13.2,0.0
Cc1cn(C2OC(COC(=O)c3ccccc3)C(O)C2Cl)c(=O)[nH]c1=O (stereo not given),8.5,-1.1,3.8,-0.1
COC(=O)c1c(NC(=O)/C(C#N)=C/c2ccc(OC(C)C)c(OC)c2)sc(C)c1C,3.8,1.2,-3.7,0.4
CCOc1cc(/C=N/N=C(\c2ccccc2)C23CN4CN(CN(C4)C2)C3)ccc1O,18.4,-0.7,7.8,0.4
COc1ccc(C(=O)Nc2ccn(Cc3ccccc3C)n2)cc1[N+](=O)[O-],12.7,0.4,20.1,0.5
CCn1ncc(CN(C)C(=O)C2c3ccccc3Oc3ccccc32)c1C,-15.1,-1.7,-9.4,0.1
COC(=O)C(NC(C)=O)(Nc1sc2c(c1C#N)CCC(C(C)(C)C)C2)C(F)(F)F (stereo not given),-6.8,-3.0,-11.7,0.0
COc1ccc2c(c1)O[C@@H]1COc3cc(OC)c(OC)cc3[C@@H]1C2=O,33.3,-0.3,32.3*,0.0
O=C1C=CC(=O)N1c1ccc2ccccc2c1,7.3,-1.1,12.9,0.0
CC(=O)OC[C@H]1O[C@H](c2ccc(C(C)=O)cc2)C=C[C@@H]1OC(C)=O,-4.0,-0.4,.,-0.1
COCc1ccc(CN2CCCC(N3CCN(c4ccccc4OC)CC3)C2)o1 (stereo not given),6.2,-0.9,-8.2,-0.1
CCCn1c(N)c(C(=O)CSc2ncn[nH]2)c(=O)n(C)c1=O,17.6,-1.0,3.8,0.0
COc1ccc(-c2nc(NCc3cccc(C(F)(F)F)c3)c3ncn(C(C)C)c3n2)cn1,3.1,3.4,3.2,0.0
COc1ccc(OC)c(/C=C(\C#N)C(=O)Nc2ccc([N+](=O)[O-])cc2Br)c1,11.7,-0.1,7.6,0.0
COc1cc(C=O)ccc1OCCCOc1ccc(I)cc1,10.0,0.1,10.2,0.4
CCOc1cc(-c2nnc(SCC(=O)NCc3ccccc3)nc2-c2ccc(OC)c(OCC)c2)ccc1OC,13.4,0.0,52.4*,-0.2
Cc1csc(C(=O)N2CC(c3nc4ccccc4[nH]3)C2)c1,-4.3,0.0,-2.3,-0.2
CC(C(=O)N1CCC2(CC1)NC(=O)c1ccccc1O2)n1nc2ccccc2n1 (stereo not given),-8.4,3.1,0.6,-0.1
O=C(c1cccs1)[C@H]1CCCN(C(=O)c2cc(-c3ccc4c(c3)OCO4)on2)C1,12.3,0.7,1.4,0.0
CCN(CC)CCCNC(=O)c1cc2cc3ccc(C)cc3nc2o1,0.7,-0.1,2.6,0.8
Cc1ccc2c3c([nH]c2c1)CCN(C)C3,0.0,-0.2,3.6,0.0
O=C1N[C@@H](Cc2ccc(Cl)cc2)C(=O)N2C[C@@H](NCc3cnn(-c4cccc(Cl)c4)c3)C[C@@H]12,3.8,-0.9,-8.2,-0.2
O=C(Nc1ccccc1C(F)(F)F)c1cc2cc([N+](=O)[O-])ccc2oc1=O,5.4,0.3,0.0,-0.1
CCOc1ccc(NS(=O)(=O)c2ccc(N)cc2)cc1,13.7,-0.9,6.7,0.1
C/C(=N\NC(=O)c1cccc([N+](=O)[O-])c1)c1cccs1,-3.0,-0.4,2.2,0.0

# Complete entries from above:
# CCOc1ccc(NS(=O)(=O)c2ccc(N)cc2)cc1 is listed with MITF primary: 13.7; GPR151 ag: -0.9; TEAD-YAP block: 6.7; FBW7 activator: 0.1
# COc1ccc(C(=O)Nc2ccn(Cc3ccccc3C)n2)cc1[N+](=O)[O-] is listed with MITF primary: 12.7; GPR151 ag: 0.4; TEAD-YAP block: 20.1; FBW7 activator: 0.5
# O=C1N[C@@H](Cc2ccc(Cl)cc2)C(=O)N2C[C@@H](NCc3cnn(-c4cccc(Cl)c4)c3)C[C@@H]12 is listed with MITF primary: 3.8; GPR151 ag: -0.9; TEAD-YAP block: -8.2; FBW7 activator: -0.2

# (more compounds)
SMILES,MITF primary,GPR151 ag,TEAD-YAP block,FBW7 activator
CCOC(=O)c1c(NC(=O)Nc2ccc(Cl)cc2)sc2c1CC(C)(C)OC2,-9.4,5.2*,-9.8,-0.1
COCCCn1c(=C(C#N)C#N)s/c(=C/c2cccc(C)c2)c1=O,11.2,-0.7,9.5,0.1
CN(Cc1ccccc1)C(=O)Cn1cccc1C(=O)c1ccccc1,6.3,-0.2,-2.6,1.0
CC1CC(C)CN(C(=O)COc2cccnc2[N+](=O)[O-])C1 (stereo not given),-0.5,0.0,5.0,-0.1
CC(C)CCN1CCN(Cc2cn[nH]c2-c2cccc(F)c2)CC1CCO (stereo not given),13.1,-0.5,-6.8,0.7
N#Cc1cc2c(N)c(C(=O)Nc3ccccc3Br)sc2nc1N,-0.9,0.3,-52.0,0.1
CCOc1ccccc1CN1CCNC(=O)C1CC(=O)NCc1ccc(F)cc1 (stereo not given),3.2,-0.1,12.2,0.0
O=C(NCC1(c2ccccc2)CCOCC1)c1cccc(Br)c1,6.1,-0.3,-4.8,0.2
CC(C)c1nc2ccccc2c(=O)n1CC(=O)N1CCOCC1,-3.5,-0.2,-4.4,0.0
CCc1nnc(NC(=O)c2c(O)c3cccc4c3n(c2=O)CCC4)s1,9.4,-1.2,5.1,-0.1
CC1CCCC(C)N1C(=O)COC(=O)/C=C/c1ccc(Br)o1 (stereo not given),15.9,2.3,10.1,0.0
CCCC(=O)Nc1ccc(NC(=O)c2ccc(OC)c(Br)c2)cc1,12.6,0.9,1.6,0.1
Nc1c(C(=O)c2ccccc2O)cnn1C(=S)NC1CCCCC1,-13.6,3.8,13.5,-0.1
CCC(=O)Nc1ccccc1-c1nnn(CC(=O)Nc2ccc(C)cc2)n1,-0.6,-0.7,-3.0,-0.1
COc1ccc(N2C(=O)C(=O)/C(=C(\O)c3ccccc3)C2c2cccc([N+](=O)[O-])c2)cc1 (stereo not given),0.4,1.8,-4.0,0.0
Cc1cccnc1NC1(C(F)(F)F)N=C2SCCN2C1=O (stereo not given),-2.1,-0.2,-5.2,0.0
COc1ccc([N+](=O)[O-])cc1NC(=O)Nc1ccc(C(C)=O)cc1,3.0,-0.6,7.5,-0.2
CC1=C(C(=O)Nc2cccc(C)n2)C(c2cc([N+](=O)[O-])ccc2Cl)C2=C(CC(C)(C)CC2=O)N1 (stereo not given),16.1,0.6,2.1,-0.2
COc1ncccc1C(=O)NCC1Cc2cc(-c3ccccc3C(C)=O)ccc2O1 (stereo not given),7.0,-0.5,10.6,-0.1
COc1cc(C(=O)NC(=S)Nc2ccccn2)cc(OC)c1OC,-10.2,-0.5,-9.9,-0.1
CCOC(=O)c1oc2ccccc2c1NC(=O)c1ccc([N+](=O)[O-])o1,-18.0,-0.1,-8.3,-0.1
CCCNS(=O)(=O)c1ccc2c(S(=O)(=O)NCCC)c(OC)ccc2c1,15.9,1.8,12.7,0.2
O=C(NCC1CCC2(CCN(Cc3cccc4ccccc34)CC2)O1)C1CCOCC1 (stereo not given),4.3,0.8,7.6,0.1
CCOC(=O)c1c(Cn2ccnc2C)n(C)c2cc(Br)c(O)cc12,-12.4,0.4,-0.1,0.0
COc1ccc(S(=O)(=O)N(CC(=O)NCCc2ccccc2)c2ccc(Cl)cc2)cc1,0.6,1.3,-2.5,-0.1

# Additional entries
SMILES,MITF primary,GPR151 ag,TEAD-YAP block,FBW7 activator
C=CCn1c(SC(C)C(N)=O)nnc1-c1ccccc1 (stereo not given),-11.1,-1.8,-5.0,0.0
O=C(NC(=O)c1cccc2ccccc12)Nc1ccccc1Cl,-9.4,-0.1,6.1,0.0
COC(=O)CN1C(=S)N(c2ccc(F)cc2)C(=O)C1CC(=O)Nc1ccc(OC)cc1 (stereo not given),12.4,1.4,0.4,0.0
COc1cc(C=O)cc(Br)c1OCC(=O)Nc1cccc(C(F)(F)F)c1,-4.1,3.2,-9.3,0.1
Cc1sc2ncn(CC(=O)NCCCC(=O)N3CCOCC3)c(=O)c2c1C,-12.0,0.4,-5.3,-0.1
COc1ccc(OC)c(NC(=O)c2c(NCc3ccncc3)sc3c2CCC3)c1,3.1,0.3,6.6,0.0
Cc1cc(C)cc(NC(=O)Cn2cnc3c(cnn3-c3ccc(F)cc3)c2=O)c1,2.7,2.8,-9.2,-0.2
COc1cc2sc(=NC(=O)c3cccs3)n(C)c2cc1OC,1.3,0.8,-77.9,0.7
Cc1nc(N2CCN(C)CC2)c2c3c(sc2n1)CCCC3,13.8,0.0,-2.9,0.5
COc1ccccc1N1CCN(C(=O)CNC(=O)c2cn(-c3ccccc3OC)c(=O)c3ccccc23)CC1,-4.5,-0.9,-11.8,0.5
COc1ccc(C2OC(C)CN(C(=O)c3ccc4c(c3)OCO4)O2)cc1 (stereo not given),1.1,1.8,-1.9,0.1
COCCn1c(SCc2ccccc2F)nnc1-c1ccco1,-3.7,1.4,-1.4,0.2
COc1ccc(C(=O)NCCn2cc(SCC(=O)NC3CCCC3)c3ccccc32)cc1,-1.8,2.0,4.8,-0.2
Cc1nc2ccccc2n1Cc1ccc(C(=O)NCc2ccc(Cl)cc2)o1,2.2,-0.6,-3.7,0.7
COc1ccc(NC(=O)C2=C(C)NC(=O)NC2c2ccccc2Cl)cc1 (stereo not given),1.6,1.2,4.0,0.0
O=C(/C=C/Nc1ccccc1C(=O)O)c1cccs1,-8.7,-1.8,-22.7,-0.1
Cc1ccc(C)c(NC(=O)c2cccc3nc4ccccc4nc23)c1,-1.2,-1.2,6.6,-0.2
N/C(=N\OC(=O)c1ccc(Br)cc1)c1cccc([N+](=O)[O-])c1,-4.0,1.6,-0.7,-0.1
CC(C)NC(=O)c1cccnc1SCc1cccc(Br)c1,13.0,1.8,-1.1,0.1
CCS(=O)(=O)N1CCN(S(=O)(=O)c2ccc(S(=O)(=O)NC3CC3)cc2)CC1,12.1,-1.0,2.9,0.1
CCC1=NN2C(=N)/C(=C/c3cc(I)c(OCCOc4ccc(C)c(C)c4)c(OC)c3)C(=O)N=C2S1,11.1,-0.6,6.1,-0.1
CC(C)(C)C(=O)Nc1nnc(SCC(=O)N2CCCc3ccccc32)s1,13.5,-3.9,8.2,0.3
O=C(COc1ccccc1[N+](=O)[O-])Nc1ccc2oc(=O)ccc2c1,4.8,1.4,15.3,-0.1
CCOC(=O)c1c(CN2CCOCC2)n(-c2ccccc2)c2cc(Br)c(O)cc12,7.7,2.9,-7.2,0.0
NC(=O)CN(Cc1ccccc1F)S(=O)(=O)c1ccc(Cl)cc1,15.3,0.4,-5.2,0.4

# (more compounds)
SMILES,MITF primary,GPR151 ag,TEAD-YAP block,FBW7 activator
CSCCOC(=O)C1=C(C)NC(=O)NC1c1ccc(Br)cc1 (stereo not given),7.2,-1.6,5.5,-0.1
CCN(CC)CCNC(=O)c1cc2cc3ccc(C)cc3nc2o1,5.4,-0.4,-2.2,0.0
Cc1cccc(CNC2CCc3c(sc4ncn(CCCO)c(=O)c34)C2)c1 (stereo not given),4.9,-0.9,13.9,0.3
COc1ccc(CC(=O)NCc2ccccc2Cl)cc1,15.3,1.6,24.2,1.3
NS(=O)(=O)c1ccc(CCNC(=O)C(=O)Nc2ccc(F)cc2F)cc1,19.1,-0.5,-15.2,0.9
N#Cc1ccc(C(=O)OC2CCCCC2=O)cc1 (stereo not given),-3.0,1.7,-7.4,0.1
Cc1nonc1CN(C)C(=O)C1CC12CCN(C(=O)Cc1ccc3ccccc3c1)CC2 (stereo not given),7.6,0.8,-2.7,0.0
c1ccc(-n2nnnc2Nc2cnn(-c3cccc(-c4nc5ccncc5[nH]4)c3)c2)cc1,-39.0,-0.7,18.6,-0.2
CN(C)c1ccc(Sc2nnc(NC(=O)C(C)(C)C)s2)cc1,4.2,0.7,8.7,0.0
C=CCN(CN1C(=O)c2ccccc2C1=O)CN1C(=O)c2ccccc2C1=O,8.7,0.6,1.4,0.1
CC1CCCC(C)N1C(=O)Cc1ccccc1 (stereo not given),-9.9,-0.3,8.5,0.0
COc1ccc(C2(c3ccc(OC)cc3)NC(=O)N(Cc3ccccc3C#N)C2=O)cc1,3.0,1.2,-14.6,-0.1
C=CCOc1cc(Cl)c(C2NC(=O)NC(C)=C2C(C)=O)cc1OC (stereo not given),-2.9,1.5,-3.0,-0.1
O=C(COC(=O)COc1cccc(F)c1)Nc1cccc(F)c1,0.9,-0.9,-3.9,0.0
CC(C)N(CCNc1nc(Nc2ncccn2)nc2c1ncn2CCN1CCCC1=O)C(C)C,9.3,-0.7,-1.5,-0.2
COc1ccc(C2=NN3C(C2)c2cc(Cl)ccc2OC3c2ccccc2Cl)cc1 (stereo not given),2.0,-2.3,-33.1,-0.1
CC1(C)CC(=O)C2=C(C1)Nc1ccccc1NC2c1ccc([N+](=O)[O-])cc1 (stereo not given),-1.6,1.4,4.2,0.1
O=C(NCCc1ccccn1)c1cc(F)cc(F)c1,4.5,1.0,-53.2,0.0
COc1ccc(-c2csc(N)n2)cc1OC,11.6,0.7,-10.1,-0.1
Nc1nnc(CCS(=O)(=O)c2ccc(Cl)c(Cl)c2)s1,-0.9,0.7,-9.8,-0.5
O=[N+]([O-])c1ccccc1N(CC1CO1)S(=O)(=O)c1ccccc1 (stereo not given),-0.9,0.3,-1.4,-0.1
CC1(C)CC(C)(O)N(Cc2ccccc2)C(=S)N1 (stereo not given),15.0,0.7,6.6,0.5

# Look-ups from the entries so far:
# For MITF primary, CC(C)CCN1CCN(Cc2cn[nH]c2-c2cccc(F)c2)CC1CCO (stereo not given) has the entry 13.1
# For GPR151 ag, CC1(C)CC(=O)C2=C(C1)Nc1ccccc1NC2c1ccc([N+](=O)[O-])cc1 (stereo not given) has the entry 1.4

# This is a random part of the collection. Share with any hit: about 3.5%.
